Rin1 Abl inh – human Rin1-Abl interaction inhibition; P00519+Q13671; TR-FRET Rin1/Abl binding, biochemical; inhibition, % at 7.35 µM; 360,000 compounds, 0.4% hits; AID 588664; in the data active means inhibition above about 5%, passing the limit was not always enough
FAS TE block – blocks the thioesterase domain of human fatty acid synthase | AID 602261 | 360,000 compounds, 0.67% hits | inhibition, % at 15 µM | recombinant FAS-TE, OMFH fluorogenic substrate, fluorescence endpoint | P49327;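 active means compounds whose normalised, plate-corrected inhibition of enzyme fluorescence in the single-dose primary screen is 50% or more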;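 further: 0% = DMSO with enzyme and 100% = substrate without enzyme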
Neddylation inh – inhibitors of human cullin neddylation; P61081+Q13564; TR-FRET cullin neddylation, biochemical; calls only at 25 µM; 360,000 compounds, 0.58% hits; AID 651699; in the data active means inhibition above about 36%
Target sequence (P61081 whole entry, looked up): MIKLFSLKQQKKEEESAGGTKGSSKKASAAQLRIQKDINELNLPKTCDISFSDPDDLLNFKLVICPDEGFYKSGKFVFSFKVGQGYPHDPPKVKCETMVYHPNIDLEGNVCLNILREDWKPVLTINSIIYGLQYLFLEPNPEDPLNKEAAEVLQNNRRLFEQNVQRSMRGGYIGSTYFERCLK
Target sequence (Q13564 whole entry, looked up): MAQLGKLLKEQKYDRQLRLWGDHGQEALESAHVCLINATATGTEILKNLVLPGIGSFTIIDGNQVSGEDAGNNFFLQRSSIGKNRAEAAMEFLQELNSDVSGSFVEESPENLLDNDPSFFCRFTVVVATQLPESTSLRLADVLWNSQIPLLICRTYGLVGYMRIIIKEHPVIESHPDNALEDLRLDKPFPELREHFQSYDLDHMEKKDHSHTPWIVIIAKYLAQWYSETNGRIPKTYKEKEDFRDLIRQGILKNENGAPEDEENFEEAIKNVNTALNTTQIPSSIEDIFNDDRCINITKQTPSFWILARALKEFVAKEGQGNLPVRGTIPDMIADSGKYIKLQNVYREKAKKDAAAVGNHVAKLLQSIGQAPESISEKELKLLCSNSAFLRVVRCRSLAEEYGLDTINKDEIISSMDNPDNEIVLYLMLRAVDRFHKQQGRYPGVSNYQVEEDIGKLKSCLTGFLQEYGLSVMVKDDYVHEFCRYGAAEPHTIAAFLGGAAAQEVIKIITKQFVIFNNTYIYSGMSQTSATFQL
eLon inh – inhibits E. coli Lon protease. P0A9M0. purified E. coli Lon protease, fluorescence polarization. inhibition, % at 7.94 µM. 360,000 compounds, 0.42% hits. AID 602123; in the data active means inhibition above about 13%, passing the limit was not always enough;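 further: 0% = enzyme with probe and DMSO and 100% = no enzyme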
MsrA inhibitor – inhibitors of bovine MsrA; AID 651718; 360,000 compounds, 0.75% hits; inhibition, % at 15.5 µM; purified bovine MsrA, absorbance read-out; in the data active means inhibition above about 4.5%;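 further: 0% = vehicle wells with enzyme and 100% = reference inhibitor wells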
MT1-MMP act inh – MT1-MMP (human) activation inhibition. AID 651647. HT1080 RFP-PRO-GFP cells, GFP/RFP ratio fluorescence, overnight; percent of plate control window, DMSO zero. GFP/RFP ratio change, % at 20 µM. P50281. 360,000 compounds, 0.061% hits;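 active means GFP/RFP ratio change of at least 30% with cell ATP level not reduced by more than half and red fluorescence within 50% of control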; further: strong numbers were not always called active
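Assay system: HT1080 RFP-PRO-GFP cells | Dosing: 20 µM single dose, 1% DMSO | Incubation: Cells overnight before dosing, compound overnight, 37 °C, 5% CO2 | Evaluation: GFP/RFP fluorescence ratio | Control set: DMSO-only wells and HT1080 RFP-L50D-GFP cell wells as references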
CendR NRP1 mod – modulators of CendR peptide binding to human neuropilin-1; FAM-RPARPAR peptide binding to NRP-1, fluorescence polarization; inhibition, % at 25 µM; 360,000 compounds, 0.85% hits;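 active means inhibition or corrected inhibition above about 18%, plus a signal ratio from 0.5 to 1.5, limit read from the data, passing the limit was not always enough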; further: strong numbers were not always called active
SKN-1 inh – C. elegans SKN-1 inhibition; C. elegans VP596 Pgst-4::GFP/RFP ratio, acrylamide-induced, 24 h; inhibition, % at 21.8 µM; 360,000 compounds, 0.49% hits;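 active means interference check ratio from 0.5 to 1.5 plus GFP to RFP signal ratio inhibition reaching or exceeding a fixed threshold, cut at about 30% in these data, passing the limit was not always enough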; further: some compounds called inactive have numbers as strong as hits
MsrA act – bovine methionine sulfoxide reductase A activation | purified bovine MsrA, absorbance read-out | activation, % at 10.6 µM | 360,000 compounds, 0.3% hits | AID 602163; in the data active means activation above about 7.5%;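 further: 0% = vehicle and 100% = reference activator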
Starred values were filed as active, the others as inactive; i = inactive; x = not tested or not shown.

Start of the listing, in advance, two compounds:
SMILES	Rin1 Abl inh	FAS TE block	Neddylation inh	eLon inh	MsrA inhibitor	MT1-MMP act inh	CendR NRP1 mod	SKN-1 inh	MsrA act
O=C(COC(=O)c1cccc(F)c1)Nc1cccc(S(=O)(=O)N2CCCCC2)c1	-1	9	i	8	-0.6	-1	-7	7	2
COc1cc(CNCc2ccco2)ccc1OCc1ccccc1	5	-5	i	-1	-0.2	2	13	8	-4

This part in full, from the start:
SMILES	Rin1 Abl inh	FAS TE block	Neddylation inh	eLon inh	MsrA inhibitor	MT1-MMP act inh	CendR NRP1 mod	SKN-1 inh	MsrA act
O=C(COC(=O)c1cccc(F)c1)Nc1cccc(S(=O)(=O)N2CCCCC2)c1	-1	9	i	8	-0.6	-1	-7	7	2
COc1cc(CNCc2ccco2)ccc1OCc1ccccc1	5	-5	i	-1	-0.2	2	13	8	-4
CC(=O)Nc1c2c(nn1-c1cccc(C)c1)CSC2	1	-2	i	-12	-0.3	1	8	11	-4
CCOC(=O)Cn1c(=O)c2c(nc3n2CCCN3Cc2ccccc2)n(C)c1=O	0	-7	i	2	-0.8	2	10	7	-2
COc1ccc(C2c3c(-c4ccccc4O)n[nH]c3C(=O)N2Cc2ccco2)cc1OC (configuration not stated)	-1	-60	i	4	-0.7	1	2	4	-1
CCn1c(O)c(N=NC(=O)CNC(=O)Cc2ccccc2)c2ccccc21	0	-2	i	-9	3.1	6	14	1	-10
COc1ccc2nc(NC(=O)c3ccc(NS(=O)(=O)c4cccs4)cc3)sc2c1	-3	-3	x	0	3.3	8	-3	-6	-11
c1cncc(-c2nn3c(Cn4nnc5ccccc54)nnc3s2)c1	1	-5	i	-4	0.5	-12	11	-9	-12
CCN1CCN(C(=O)/C=C/c2ccc([N+](=O)[O-])cc2)CC1	-2	-10	i	-4	2.1	1	2	5	-10
COc1ccc2[nH]c3c(=O)n(CCN4CCOCC4)cnc3c2c1	6	-10	x	-2	2.3	1	-4	-5	-14
O=C(O)c1ccc(NCc2nc3ccccc3n2Cc2ccccc2F)cc1	1	-3	i	-2	0.7	-3	-15	6	-4
Cc1ccc(-c2cnc3c(c2)C(=O)N([C@H](C)CO)C[C@H](C)[C@@H](CN(C)Cc2ccccc2F)O3)cc1	0	4	i	4	1.0	-4	-15	2	-1
COc1cc2[nH]c(=O)c(C(=O)NCc3ccccc3Cl)c(O)c2cc1OC	-1	1	i	-6	-0.2	0	-1	14	-3
O=C(CN1CCCCCC1)Nc1ccccc1[N+](=O)[O-]	0	3	i	-7	-0.5	-2	2	16	-3
Nc1ncccc1OCc1ccc(Br)cc1	-2	2	i	11	1.8	-2	-10	7	-3
O=C(O)C(Cc1cccs1)c1cccs1 (configuration not stated)	-2	-4	i	8	-1.2	2	-19	-5	0
Cc1ccc(C(=O)O/N=C(\N)c2nonc2N)cc1	2	-8	i	3	-0.5	-1	1	6	-2
Cc1ccc2c(c1)N(CCC(=O)NCC1COc3ccccc3O1)C(=O)CO2 (configuration not stated)	1	3	i	0	0.4	5	5	-2	-2
O=C(c1ccco1)N(Cc1cccc(Cl)c1)C1CCS(=O)(=O)C1 (configuration not stated)	6	-3	i	-11	0.9	-2	0	15	-1
CN1C[C@@H]2C(c3ccc(C(F)(F)F)cc3)C3(c4cccnc4)CC2(C3)[C@H]1c1ccccc1 (some centres not stated)	7	27	i	3	-1.6	5	20	1	-4
C[C@H]1CN([C@@H](C)CO)C(=O)c2c(c3ccccc3n2C)-c2ccccc2CO[C@H]1CN(C)C(=O)[C@@H]1CCCN1C	-2	-6	i	-11	1.0	3	-16	-22	-6
O=C1C2C3C=CC(C4CC34)C2C(=O)N1Cc1ccco1 (configuration not stated)	2	-6	i	3	0.1	x	10	-3	-11
CCCOc1ccc(C(=O)CCC(=O)Nc2ccc(N3CCN(C)CC3)cc2)cc1	-3	-5	i	-16	-1.8	-1	-15	9	1
CCNc1nc(NC(C)(C)C)nc(N2CCCCC2)n1	2	1	i	-11	-1.6	-20	4	8	-1
C=CC1=CCN(S(=O)C(C)(C)C)[C@H]1CCO (some centres not stated)	8	-6	i	0	-0.6	1	1	14	-2

(continued)
SMILES	Rin1 Abl inh	FAS TE block	Neddylation inh	eLon inh	MsrA inhibitor	MT1-MMP act inh	CendR NRP1 mod	SKN-1 inh	MsrA act
CN1C(=O)C2(C(C#N)=C(N)N(c3ccc(Cl)cc3)C3=C2C(=O)CC(C)(C)C3)c2ccccc21 (configuration not stated)	4	-2	i	2	0.9	0	-4	-12	-5
CSc1cccc(NC(=O)C2CC(=O)N(Cc3ccccc3)C2)c1 (configuration not stated)	-2	2	i	-4	0.6	0	16	3	-2
Nc1nc(=S)ss1	1	-10	i	-6	1.5	2	15	0	38*
O=C(C[C@H]1C[C@H](C(=O)N2CCOCC2)[C@@]2(CCC3CCCC3)c3[nH]c4cc(-c5ccco5)ccc4c3CCN2C1=O)NCCCn1ccnc1	2	38	x	4	0.8	3	-2	-4	-5
COc1cc(COC(=O)Oc2ccc(CNC(C)=O)cc2OC)c([N+](=O)[O-])cc1OC	2	24	i	2	2.3	1	10	6	-1
CCc1nnc(NC(=O)[C@@H](NC(=O)c2ccc(OC)cc2)C(C)C)s1	-4	-2	i	0	-1.0	0	-4	10	0
COCCNC(=O)COc1ccccc1C	-4	-10	i	-1	-0.3	-4	3	4	0
Cc1cccc(/C(N)=N/OC(=O)c2ccco2)c1	0	-4	i	-3	0.2	5	3	-4	-6
O=C(Cc1cccc(F)c1F)NC1CCCN(Cc2ccc(Cl)cc2)C1 (configuration not stated)	2	7	i	-10	1.1	0	8	8	-1
CCOCCCNS(=O)(=O)c1cc(Br)cc2c1N(C(=O)C1CC1)CC2	0	-1	i	7	-1.0	7	-1	3	1
CCn1cc(C(=O)NCCO)c(=O)c2cc(F)c(N3CCN(C)CC3)cc21	4	-4	x	14	2.3	1	10	-1	-2
CCCN[C@@H]1C(=O)N2C(C(=O)OCCC)=C(C)CS[C@H]12	4	-7	i	2	-0.8	3	9	9	2
N/C(=N\OC(=O)/C=C/c1ccccc1Cl)c1ccncc1	-4	-5	i	-4	0.1	-1	8	22	-5
Cc1cc(C)n(-c2nc3ccccc3c(=O)n2OCC(=O)N(C)C)n1	2	-6	i	-10	1.8	3	4	4	-5
COc1cccc(Sc2ccccc2/C=N/NC(N)=O)c1	-1	-3	i	3	-0.2	0	3	11	-3
CCN(CC)S(=O)(=O)c1ccc(C(=O)NCc2ccc3c(c2)cc(C)n3C)cc1	-13	-4	i	7	0.3	35	10	43	-1
CC(=O)c1c(O)cc(O)c(C(C)=O)c1O	2	-5	i	-1	x	-1	14	11	-3
Cc1nnc(N2CCC(C(=O)N3CCCCC3)CC2)c2nn(-c3ccc(Cl)cc3)c(C)c12	6	-1	i	-6	x	0	4	-8	-5
Cc1ccc(C(=O)Nc2ccccc2C(=O)N2CC3(C)CC2CC(C)(C)C3)cc1 (configuration not stated)	2	16	i	0	0.7	-6	0	2	-8
C=CCc1cccc(OC)c1OCCOCCn1ccnc1	4	-10	i	10	1.0	6	-3	13	-11
COc1ccc(-c2noc(N3CCC(C(=O)NCCCN4CCCC(C)C4)CC3)n2)cc1 (configuration not stated)	-2	-5	i	-5	-0.7	2	-10	-10	8.7*
COc1ccc(/C=N/NC(=O)C2COc3ccccc3O2)cc1OC (configuration not stated)	2	4	i	1	1.2	0	0	5	-1
Cc1ccc(-c2nn3c(C)nnc3s2)cc1NC(=O)c1cccnc1	-2	-6	i	-7	0.6	0	0	2	-1
O=C(CSc1nc2ccccc2c(=O)n1-c1ccc(F)cc1F)NC1CC1	4	-6	i	-5	0.2	5	5	-8	-10
COc1ccc2cc(C(c3nnnn3CCc3ccccc3)N3CCCC(C)C3)c(=O)[nH]c2c1 (configuration not stated)	2	2	i	6	1.7	-6	-19	9	-3

No new results follow: entries from further up.
SMILES	Rin1 Abl inh	FAS TE block	Neddylation inh	eLon inh	MsrA inhibitor	MT1-MMP act inh	CendR NRP1 mod	SKN-1 inh	MsrA act
COc1cc(COC(=O)Oc2ccc(CNC(C)=O)cc2OC)c([N+](=O)[O-])cc1OC	2	24	i	2	2.3	1	10	6	-1
CCc1nnc(NC(=O)[C@@H](NC(=O)c2ccc(OC)cc2)C(C)C)s1	-4	-2	i	0	-1.0	0	-4	10	0
COCCNC(=O)COc1ccccc1C	-4	-10	i	-1	-0.3	-4	3	4	0
Cc1cccc(/C(N)=N/OC(=O)c2ccco2)c1	0	-4	i	-3	0.2	5	3	-4	-6
O=C(Cc1cccc(F)c1F)NC1CCCN(Cc2ccc(Cl)cc2)C1 (configuration not stated)	2	7	i	-10	1.1	0	8	8	-1
CCOCCCNS(=O)(=O)c1cc(Br)cc2c1N(C(=O)C1CC1)CC2	0	-1	i	7	-1.0	7	-1	3	1
CCn1cc(C(=O)NCCO)c(=O)c2cc(F)c(N3CCN(C)CC3)cc21	4	-4	x	14	2.3	1	10	-1	-2

Three compounds from above with just Neddylation inh, SKN-1 inh and eLon inh.
| mol | Neddylation inh | SKN-1 inh | eLon inh |
| --- | --- | --- | --- |
| O=C(CN1CCCCCC1)Nc1ccccc1[N+](=O)[O-] | i | 16 | -7 |
| CCN1CCN(C(=O)/C=C/c2ccc([N+](=O)[O-])cc2)CC1 | i | 5 | -4 |
| CCn1cc(C(=O)NCCO)c(=O)c2cc(F)c(N3CCN(C)CC3)cc21 | x | -1 | 14 |

Next results follow.
SMILES	Rin1 Abl inh	FAS TE block	Neddylation inh	eLon inh	MsrA inhibitor	MT1-MMP act inh	CendR NRP1 mod	SKN-1 inh	MsrA act
Cc1noc(NS(=O)(=O)c2ccc(N/C=C/C(=O)c3ccc4c(c3)OCO4)cc2)c1C	0	-2	i	5	2.2	2	5	-4	0
Cc1ccccc1-n1nc(C)c2cc(C(=O)NCc3cccnc3)sc21	-3	-4	i	7	-1.7	0	-10	-3	-4
COc1ccc(S(=O)(=O)N(C)CC(=O)N2CCOCC2)cc1	-2	-8	i	13	0.1	-2	-12	12	-4
c1ccc(COc2ccccc2CNCc2cccnc2)cc1	1	-2	i	-8	0.6	4	-8	8	-1
Cc1ccccc1C(=O)NC(NCC1CCCO1)C(Cl)(Cl)Cl (configuration not stated)	-2	-9	i	-2	-0.2	2	-5	-17	-2
C[C@H](CO)N1C[C@H](C)[C@@H](CN(C)S(C)(=O)=O)Oc2ccc(NC(=O)CCC(F)(F)F)cc2C1=O	3	-13	i	26	0.6	-6	14	13	-7
C=CC[N+](C)(C)c1ccc(CCC(=O)CCc2ccc([N+](C)(C)CC=C)cc2)cc1	-3	0	i	-2	-0.6	3	5	-12	-1
CCn1c(CNC(=O)c2ccc(OC)c(OC)c2)nnc1SCC(=O)Nc1ccccc1	1	-10	i	-6	-1.0	1	-5	4	-4
CC(C)c1cc(C(=O)NCCc2cccs2)c(N)s1	x	x	i	x	0.0	-4	-20	14	x
COc1ccc(CCNC(=O)c2ccc(Cl)cc2)cc1OC	-2	-2	i	0	-0.7	5	0	-14	-8
COc1cccc(-c2nnc(-c3ccccc3[N+](=O)[O-])o2)c1	-2	9	i	2	-1.0	-3	6	0	0
CC1=CC(C)C2(COC(=O)Nc3ccccc3)COC(C)C1C2C (configuration not stated)	-2	10	i	4	0.9	10	11	14	-1
COc1cc(NC(=O)CCN2CCN(Cc3ccccc3)CC2)cc(OC)c1	1	-7	i	-7	-0.1	4	7	7	-1
CCOC(=O)c1c(C)[n+](-c2ccc(C)cc2)c(CC)c2cc(OC)c(OC)cc12	-2	-9	x	11	3.0	0	-2	-5	-3
